TMEM16A inh: blocks the mouse calcium-activated chloride channel TMEM16A | hit rate 1.2% among 310,000 | normalized B-score (activity score, 25-100; higher = stronger inhibition) at 10 µM | Q8BHY3 | HEK293 TMEM16A/YFP iodide influx fluorescence, ionomycin;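 active = ratio plate-corrected score three or more library SD toward inhibition, starting fluorescence score within five deviations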;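 note: score derived from kinetic fluorescence span divided by baseline fluorescence per well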
KCNK9 block: human KCNK9 channel inhibition | Q9NPC2 | HEK293 KCNK9, FluxOR thallium flux fluorescence; hits give low values | B-score at 10 µM | hit rate 1.2% among 310,000;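 active = ratio B-score over 3 SD below the library mean, with starting fluorescence within 5 SD of its mean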;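 note: negative B-score means less thallium flux so channel inhibition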
MrgX1 PAM: allosterically activates human MrgX1 receptor signaling; Q96LB2; MrgX1-HEK293, Fluo-4 calcium flux, FDSS; hits give high values; B-score at 10 µM; hit rate 0.63% among 310,000; AID 588675;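 active = plate-corrected calcium response at least 3 library SD above typical, normal starting fluorescence, not activating the receptor alone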;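 note: compound read alongside a low EC10 to EC30 dose of BAM8-22 agonist; peak minus trough fluorescence over baseline measured at the second addition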
Target sequence (Q96LB2 whole entry, looked up): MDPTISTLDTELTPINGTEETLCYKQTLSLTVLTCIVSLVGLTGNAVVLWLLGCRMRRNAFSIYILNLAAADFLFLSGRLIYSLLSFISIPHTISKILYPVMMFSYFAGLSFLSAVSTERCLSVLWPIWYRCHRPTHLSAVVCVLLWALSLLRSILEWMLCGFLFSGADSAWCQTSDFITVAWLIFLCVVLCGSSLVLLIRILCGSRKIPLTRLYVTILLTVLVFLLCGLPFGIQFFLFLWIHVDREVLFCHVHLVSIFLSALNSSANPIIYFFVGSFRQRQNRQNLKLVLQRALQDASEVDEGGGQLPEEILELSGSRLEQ
TMEM16A act: activators or potentiators of mouse TMEM16A chloride channel; Q8BHY3; HEK293 TMEM16A/YFP-H148Q/I152L, iodide quench fluorescence; hits give low values; B-score at 10 µM; hit rate 0.3% among 340,000; AID 623877;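 active = fluorescence-ratio B-score plate-corrected deviation score at least 3 library SD below zero, with starting fluorescence score within 5 deviations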;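 note: channel opened by trigger with iodide after compound preincubation; score built on the fluorescence ratio of max minus min over baseline; more negative score means more quench and so TMEM16A activation or potentiation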
RGS4 act: RGS4 potentiation or activation; HEK293 M3R/inducible RGS4, carbachol calcium flux Fluo4; hits give low values; B-score at 10 µM; hit rate 0.92% among 310,000; AID 463111;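 active = B-score of the integrated calcium signal more than 4 SD below the library mean, with starting fluorescence not abnormally high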;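 note: negative B-score means reduced calcium response which marks RGS4 activation or potentiation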
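Material: M3R-expressing HEK293 line, RGS4 induced by doxycycline | Schedule: Overnight RGS4 induction, 30 min dye load 37 °C, 20 min compound RT | Measured by: Fluo4 fluorescence kinetic imaging of calcium | Read-out: Integrated calcium ratio converted to B score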
KCNK3 block: human KCNK3 channel inhibition, primary screen; CHO-KCNK3 thallium flux, FluxOR fluorescence; hits give low values; B-score at 10 µM; hit rate 0.84% among 340,000; AID 602410;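 active = B-score under library mean minus 4 SD, starting fluorescence ratio at most library mean plus 5 SD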;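 note: more negative B-score means stronger inhibition of thallium flux through KCNK3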
Target sequence (O14649 whole entry, looked up): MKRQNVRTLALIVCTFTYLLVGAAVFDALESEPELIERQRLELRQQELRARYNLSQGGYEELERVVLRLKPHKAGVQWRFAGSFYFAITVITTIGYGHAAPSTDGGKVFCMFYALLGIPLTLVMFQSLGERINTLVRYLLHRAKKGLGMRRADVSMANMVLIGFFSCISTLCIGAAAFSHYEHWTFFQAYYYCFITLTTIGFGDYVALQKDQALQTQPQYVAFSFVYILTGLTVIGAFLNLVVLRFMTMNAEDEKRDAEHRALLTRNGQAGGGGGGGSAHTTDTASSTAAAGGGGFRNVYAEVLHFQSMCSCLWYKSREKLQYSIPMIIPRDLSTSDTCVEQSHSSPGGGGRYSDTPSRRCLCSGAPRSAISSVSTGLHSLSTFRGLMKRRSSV
KCNQ1 block: human KCNQ1 channel inhibition; P51787; CHO-K1 KCNQ1, FluxOR thallium flux fluorescence; hits give high values; B-score at 10 µM; hit rate 1.3% among 310,000; AID 2642;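 active = compounds whose thallium flux B-score, printed positive for inhibition, exceeds three library SD while starting fluorescence stays within three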;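 note: channel opened by potassium depolarization with thallium stimulus after 20 min compound exposure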
MrgX1 ag: agonists of human MrgX1 receptor | hit rate 0.44% among 310,000 | AID 588627 | MrgX1-HEK293 cells, Fluo-4 calcium fluorescence, agonist mode; hits give high values | Q96LB2 | B-score at 10 µM;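 active = calcium response B-score plate-corrected fluorescence ratio at least 3 library SD, with starting fluorescence B-score inside 5 SD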
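Test system: HEK293 cells stably expressing human MrgX1 receptor; amount: 15,000 cells per well; doses: compound delivered in addition one of three; times: overnight plating before 1 h dye loading; detection: Fluo-4 NW calcium-flux fluorescence, kinetic read; read-out basis: B-scored fluorescence response ratio; controls: positive and negative controls per plate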
RGS4 inh: inhibitors of human RGS4. hit rate 0.45% among 310,000. AID 463165. B-score at 10 µM. HEK293 M3R/RGS4 inducible, Fluo-4 calcium flux; hits give high values; triggered by carbachol at its EC20. P49798;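 active = B-score, a plate-corrected calcium signal, over three deviations above library mean, with baseline fluorescence within five deviations of library mean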;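 note: RGS4 expression induced by doxycycline in cells with stable M3 receptor; B-score is computed from the integrated fluorescence ratio over baseline after carbachol; higher B-score means a larger calcium signal and so more RGS4 inhibition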
Target sequence (P49798 whole entry, looked up): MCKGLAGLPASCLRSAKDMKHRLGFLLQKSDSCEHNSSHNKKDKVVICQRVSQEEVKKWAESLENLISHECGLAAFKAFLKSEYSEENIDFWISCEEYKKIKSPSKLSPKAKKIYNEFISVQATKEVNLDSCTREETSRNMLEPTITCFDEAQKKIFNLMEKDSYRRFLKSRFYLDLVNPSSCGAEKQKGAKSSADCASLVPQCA
hERG rescue: hERG (human) protection from proarrhythmic block; Q12809; hit rate 0.51% among 310,000; CHO-hERG, FluxOR thallium flux, dofetilide IC70 present; activation (rescue from dofetilide block), less the hit threshold, % at 10 µM;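 active = activation above the mean of controls blocked by dofetilide plus 5 SD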;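 note: thallium influx through hERG after potassium depolarization seen as dye fluorescence rise; in these data hits start at about 4.7%; inactives centre near -7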
KCNQ1 pot: potentiators or activators of human KCNQ1 potassium channel; AID 2648; hit rate 0.35% among 310,000; CHO-K1 KCNQ1, thallium flux FluxOR fluorescence; hits give high values; B-score at 10 µM; P51787;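 active = fluorescence ratio B-score, a plate-corrected score, at least three library SD, with initial intensity B-score within 5 SD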
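Schedule – 37 °C overnight plating, 90-min dark dye load, 20-min compound pretreatment · System – stable KCNQ1 CHO-K1 line · Probe or stimulus – thallium- and potassium-containing depolarizing buffer · Measured by – kinetic FluxOR fluorescence, 10 s baseline plus 110 s post-stimulus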
An asterisk follows results filed as active; i = inactive; x = not tested or not shown.

| compound | TMEM16A inh | KCNK9 block | MrgX1 PAM | TMEM16A act | RGS4 act | KCNK3 block | KCNQ1 block | MrgX1 ag | RGS4 inh | hERG rescue | KCNQ1 pot |
| --- | --- | --- | --- | --- | --- | --- | --- | --- | --- | --- | --- |
| COc1ccccc1CNC(=O)C(=O)NCC1CCCN1S(=O)(=O)c1cccs1 (configuration not stated) | i | i | i | i | i | i | i | i | i | -15 | i |
| Cc1ccc(S(=O)(=O)N(C)CC(=O)OCC(=O)NC(c2ccccc2)c2ccccc2)cc1 | i | i | i | i | i | i | i | i | i | -15 | i |
| O=C1CN(C(=O)CSc2nncn2-c2ccccc2)c2ccccc2N1 | i | i | i | i | i | i | i | i | i | -15 | i |
| C=CCC1CCC/C(=N\NS(=O)(=O)c2ccc(C)cc2)C1 (configuration not stated) | i | i | i | i | i | i | i | i | i | -11 | i |
| CCc1c(C)nc(N2CCN(Cc3ccccc3)CC2)[nH]c1=O | i | i | i | i | i | i | i | i | i | -9 | i |
| Cc1ccc(S(=O)(=O)NCCCCCC(=O)Nc2ccccn2)cc1 | i | i | i | i | i | i | i | i | i | -5 | i |
| COc1ccc(S(=O)(=O)NCCc2cn3cccc(C)c3n2)cc1OC | i | i | i | i | i | i | i | i | i | -1 | i |
| O=C(CCSCCc1ccccn1)Nc1ccc(Cc2ccncc2)cc1 | i | i | i | i | i | i | i | i | i | -14 | i |
| O=S(=O)(NC1CCCC1)c1ccc(S(=O)(=O)N2CCCN(Cc3ccccc3)C2)cc1 | i | i | i | i | i | i | i | i | i | -12 | i |
| CCCOc1ccc(-c2nc(C#N)c(N3CCN(C)CC3)o2)cc1 | i | i | i | i | i | i | i | i | i | -8 | i |
| Cc1c(NS(=O)(=O)c2cccc(C(=O)O)c2)c(=O)n(-c2ccccc2)n1C | i | i | i | i | i | i | i | i | i | -6 | i |
| CCC(C)NC(=O)C1(C)CCC(=O)N1CCc1ccc(OC)c(OC)c1 (configuration not stated) | i | i | i | i | i | i | i | i | i | -4 | i |
| Cc1cccc(C)c1OC(=O)CSc1nnc(-c2ccccc2O)o1 | i | i | i | i | i | i | i | i | i | -10 | i |
| O=C(Oc1ccc(C(=S)N2CCOCC2)cc1)c1cc([N+](=O)[O-])cc([N+](=O)[O-])c1 | i | i | i | i | i | i | i | i | i | -5 | i |
| O=C(CSc1cccc[n+]1[O-])NCCCc1ccccc1 | i | i | i | i | i | i | i | i | i | -14 | i |
| CCOC(=O)C1(Cc2ccc(Cl)cc2)CCN(C(=O)C2=NNC(=O)CC2)CC1 | i | i | i | i | i | i | i | i | i | -9 | i |
| COc1cccc(NC(=O)Nc2nnc(Cc3ccc(OC)c(OC)c3)s2)c1 | i | i | i | i | i | i | i | i | i | -7 | i |
| O=c1[nH]cc(I)cc1I | x | i | x | i | i | i | i | x | i | -7 | i |
| N/C(Cc1ccc([N+](=O)[O-])cc1)=N\OC(=O)c1ccco1 | i | i | i | i | i | i | i | i | i | -1 | i |
| COCCNC(=O)COCc1cc(-c2ccc3c(c2)OCO3)on1 | i | i | i | i | i | i | i | i | i | 1 | i |
| O=C1C2C3CCC(C3)C2C(=O)N1c1ccc(OS(=O)(=O)c2ccccc2)cc1 (configuration not stated) | i | i | i | i | i | i | i | i | i | -1 | i |
| O=C(N=C1N=C2C=CC(Br)=CN2Cc2ccccc21)c1ccc([N+](=O)[O-])cc1[N+](=O)[O-] | i | i | i | i | i | i | i | i | i | -9 | i |
| COc1cccc(CNC(=O)CCC2CCCN(C(=O)c3cc(C)[nH]n3)C2)c1 (configuration not stated) | i | i | i | i | i | i | i | i | i | -11 | i |
| Cc1cc(C)nc(Nc2n[nH]c(-c3ccccc3C)n2)n1 | i | i | i | i | i | i | i | i | i | -10 | i |
| CCN(Cc1ccccc1)C(=O)Cn1c(=O)n(CC(=O)N2CCCCC2)c(=O)c2sccc21 | i | i | i | i | i | i | i | i | i | -9 | i |
| CC(=O)C1C(c2ccc(C)cc2)c2c(n[nH]c2C)CC1(C)O (configuration not stated) | i | i | i | i | i | i | i | i | i | -14 | i |
| COc1cccc(CNC(=O)CCNC(=O)c2ccccc2OC)c1 | i | i | i | i | i | i | i | i | i | -15 | i |
| N#Cc1c(N)c(C(=O)c2ccccc2)n2c1CCCC2 | i | i | i | i | i | i | i | i | i | -12 | i |
| COc1cc2ccccc2cc1C(=O)N(CCN(C)C)c1nc2ccc(Br)cc2s1 | i | i | i | i | i | i | i | i | i | -11 | i |
| O=C(Nc1ccc(OC(F)(F)F)cc1)C1CC(c2ccc(F)cc2)=NO1 (configuration not stated) | i | i | i | i | i | i | i | i | i | -16 | i |
| CCc1cccc(C)c1NC(=O)CN1CCN(S(=O)(=O)c2ccc(C(C)(C)C)cc2)CC1 | i | i | i | i | i | i | i | i | i | -15 | i |
| O=C(OCn1nnc2ccccc2c1=O)c1cc2ccccc2o1 | i | i | i | i | i | i | i | i | i | -9 | i |
| CC1CC(C)CN(C(=O)c2nn(C)c3c2CS(=O)(=O)c2ccccc2-3)C1 (configuration not stated) | i | i | i | i | i | i | i | i | i | -8 | i |
| C/C(=N\NC(=O)CNc1ccccc1Cl)C(C)(C)C | i | i | i | i | i | i | i | i | i | -2 | i |
| CSc1nc(-c2ccco2)nn1C(=O)c1ccc(C)cc1 | i | i | i | i | i | i | i | i | i | -1 | i |
| COc1cc(C)c(S(=O)(=O)Nc2ccccc2F)cc1C | i | i | i | i | i | i | i | i | i | -7 | i |
| CN1/C(=C\C(=O)COC(=O)c2ccccc2O)C(C)(C)c2ccccc21 | i | i | i | i | i | i | i | i | i | -13 | i |
| Cc1ccc(CC(=O)N2CC(C)OC(C)C2)cc1 (configuration not stated) | i | i | i | i | i | i | i | i | i | -6 | i |
| CCCc1nc([N+](=O)[O-])c(S(=O)(=O)c2ccccc2)n1CC(C)C | i | i | i | i | i | i | i | i | i | -6 | i |
| CC1CN(c2cc(-c3ccccc3)c3ccccc3n2)CC(C)O1 (configuration not stated) | i | i | i | i | i | i | i | i | i | -7 | i |
| CC(=O)C1=C(C)N(Cc2ccccc2)C(=O)N[C@H]1CCc1ccccc1 | i | i | i | i | i | i | i | i | i | -9 | i |
| COc1ccc(OCCOCC(O)CN2CCOCC2)cc1 (configuration not stated) | i | i | i | i | i | i | i | i | i | -5 | i |
| CN(C)/C=C1\C(=O)Nc2ccccc21 | i | i | i | i | i | i | i | i | i | -10 | i |
| COC(=O)CCSc1cc([N+](=O)[O-])cc2c1c(C1OCCO1)nn2-c1ccccc1 | i | i | i | i | i | i | i | i | i | -8 | i |
| COc1ccccc1NS(=O)(=O)/C=C/c1ccccc1 | i | i | i | i | i | i | i | i | i | -8 | i |
| CC(C)(Oc1ccc(Cl)cc1)C(=O)NCc1n[nH]c(=O)c2ccccc12 | i | i | i | i | i | i | i | i | i | -15 | i |
| Cc1nc(C)c(C(=O)Nc2ccc(C)c(F)c2)o1 | i | i | i | i | i | i | i | i | i | -11 | i |
| CCN(CC)c1ccc(/C=N\NC(N)=O)cc1 | i | i | i | i | i | i | i | i | i | -7 | i |
| O=C(O)CCN1C(=O)/C(=C/c2ccc(-c3nc4ccccc4s3)o2)SC1=S | i | i | i | i | i | i | i | i | i | -11 | i |
| Cc1cccc(NC(=O)c2ccc(NCC3CCCO3)c([N+](=O)[O-])c2)c1 (configuration not stated) | i | i | i | i | i | i | i | i | i | -5 | i |
| CCN1C(=O)/C(=C2/C=Cc3ccccc3N2C)OC1=S | i | i | i | i | i | i | i | i | i | 2 | i |
| Oc1ccc(N=Cc2c(O)ccc3ccccc23)cc1 | i | i | i | i | i | i | i | i | i | -2 | i |
| CCSc1nc(C)nc2sc(C)c(C)c12 | i | i | i | i | i | i | i | i | i | -9 | i |
| COc1cccc(CN2C(=NC(=O)C3CC3)SC3CS(=O)(=O)CC32)c1 (configuration not stated) | i | i | i | i | i | i | i | i | i | -8 | i |
| CCCCNC(=O)CCC(=O)Nc1ccc2nc(N3CCCCC3)cc(C)c2c1 | i | i | i | i | i | i | i | i | i | -11 | i |
| Cc1oc(-c2cccc(C(F)(F)F)c2)nc1CN1CCN(c2ccccn2)CC1 | i | i | i | i | i | i | i | i | i | -18 | i |
| CCc1ccc(NC(=O)CSc2nnc(Cc3cccn3C)n2-c2ccc(OC)cc2)cc1 | i | i | i | i | i | i | i | i | i | -10 | i |
| CCOC(=O)C(=O)Nc1ccc(S(=O)(=O)N2CCOCC2)cc1OC | i | i | i | i | i | i | i | i | i | -10 | i |
| CCOC(=O)c1cc(CC)sc1NC(=O)c1cc(OCC)c(OCC)c(OCC)c1 | i | i | i | i | i | i | i | i | i | -11 | i |
| O=C(CS(=O)(=O)c1ccc(F)cc1)Nc1nnc(-c2cccs2)o1 | i | i | i | i | i | i | i | i | i | -13 | i |

Additional results follow:
| compound | TMEM16A inh | KCNK9 block | MrgX1 PAM | TMEM16A act | RGS4 act | KCNK3 block | KCNQ1 block | MrgX1 ag | RGS4 inh | hERG rescue | KCNQ1 pot |
| --- | --- | --- | --- | --- | --- | --- | --- | --- | --- | --- | --- |
| N#CC1CN(C(c2ccccc2)c2ccccc2)C1 | i | i | i | i | i | i | i | i | i | -5 | i |
| CSc1nc(N(C)C)nc(N(C#N)CCOC(C)=O)n1 | i | i | i | i | i | i | i | i | i | -4 | i |
| CCOc1ccc(S(=O)(=O)n2nc(C)cc2C)cc1 | i | i | i | i | i | i | i | i | i | -8 | i |
| CCN(CC)c1nc(N2CCN(C)CC2)nc2ccccc12 | i | i | i | i | i | i | i | i | i | -8 | i |
| C(=C\c1ccncc1)/c1ccccc1 | i | i | i | i | i | i | i | i | i | -5 | i |
| CCOCc1nnc(NC(=O)COC)s1 | i | i | i | i | i | i | i | i | i | -18 | i |
| CCCc1nnc(NC(=O)CCC(=O)NC2CCCCC2)s1 | i | i | i | i | i | i | i | i | i | -5 | i |
| Cc1ccc2cc(CCNS(=O)(=O)c3ccc(F)cc3)c(=O)[nH]c2c1 | i | x | i | i | x | i | x | i | x | x | x |
| CC(C)(C)N1C(=O)[C@H]2[C@@H](c3ccc(Br)cc3)N3C(=O)N(c4cccc(Cl)c4)C(=O)[C@@]3(C)[C@H]2C1=O | i | i | i | i | i | i | i | i | i | -12 | i |
| CCn1cc(CCC(=O)NCCc2ccccc2)c2ccccc21 | i | i | i | i | i | i | i | i | i | -1 | i |

Bioassay records as filed in PubChem BioAssay.
